Screening results as filed in PubChem BioAssay.
ER stress rescue = rescue of cells from ER stress-induced death, primary screen, 384-well, CSM14.1, thapsigargin, ATP luminescence (AID 1222). CSM14.1 thapsigargin-induced death rescue, ATP luminescence; higher % means a stronger effect. cellular ATP content (survival), % at 20 µM, or EC50 in µM where a hit was titrated. 190,000 tested, under 10 active;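 active = EC50 below 50 µM in the dose-response confirmation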;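 note: death triggered by thapsigargin at about 15 µM added after 2 h compound pretreatment; cell ATP read after overnight thapsigargin exposure of roughly 18 to 22 hours; normalized against plate controls of thapsigargin alone and 5% DMSO vehicle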
TNAP activators = human TNAP enzyme activators, primary screen, biochemical, luminescent, no phosphate acceptor, uHTS (AID 1001); 200,000 compounds, 0.03% hits; one-dose activation fold at 20 µM; EC50 in µM for titrated hits; purified TNAP, luminescent activation assay, no phosphate acceptor; higher activation fold means a stronger effect; in the data active = activation fold from about 3, or a potency from the dose series; inactive = the rest, 99 in 100 with activation fold below about 1.6; note: many of its hits are not listed in these tables
GPR55 activation = GPR55 agonists via beta-arrestin recruitment, primary screen, imaging, U2OS cells, beta-arrestin-GFP redistribution (AID 1961); U2OS GPR55 beta-arrestin-GFP redistribution imaging; higher % means a stronger effect; one-dose activation, % at 10 µM; EC50 in µM for titrated hits; 290,000 compounds, 0.048% hits;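 active = activation above 40% with more than 50 cells counted in the well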;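 note: U2OS osteosarcoma cells stably expressing GPR55 and beta-arrestin-GFP; plate controls were DMSO negative control for no effect and LPI positive control for full effect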
KOR beta-arrestin-1 = KOR agonists, beta-arrestin recruitment, primary screen, cell-based, luminescence, uHTS (AID 1777); KOR beta-arrestin recruitment, luminescence; higher % means a stronger effect; activation, % at 10 µM, or EC50 in µM where a hit was titrated; 280,000 compounds, 0.02% hits; in the data active = activation above about 50%, passing the limit was not always enough; note: a part of the inactive calls stands beside numbers as strong as those of hits
Yfh1-depleted yeast = enhancers of respiration in Yfh1-depleted yeast, dose response, Friedreich's ataxia, plus single-dose screen (AID 1465) | fold induction at 50 µM; hits with a dose series show EC50 in µM | 220,000 compounds, 0.074% hits | S. cerevisiae Yfh1-off respiration, WST-1 reduction, 72 h; higher fold induction means a stronger effect;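 active = fold induction of absorbance versus untreated yeast above a set limit, then at least 30% activation at any dose in follow-up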;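 note: activators that raise dye reduction in frataxin-depleted yeast; strong numbers were not always called active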
NOD1 inhibition = inhibition of NOD1-driven NF-kB reporter – cell-based, luminescence, uHTS, primary screen (AID 1578); NOD1-driven NF-kB luciferase reporter cells, luminescence; higher % means a stronger effect; one-dose inhibition, % at 4 µM; EC50 in µM for titrated hits; 290,000 compounds, 1% hits; in the data active = inhibition mostly above about 36%, no sharp cut-off; inactive = mostly below about 34%;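 note: HEK-293T reporter cells stimulated with the NOD1 agonist gamma-tri-DAP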
NTR1 agonist = NTR1-driven beta-arrestin-GFP spot formation – imaging, U2OS cells, high content, primary screen (AID 493036); 330,000 compounds, 0.17% hits; agonist mode; activation, % at 20 µM;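 active = activation at or above 40% of the spot to cytoplasm intensity ratio, with at least 20 cells analyzed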;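 note: 0% = DMSO without peptide and 100% = 100 nM NTR1 peptide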
Target sequence (P30989 whole entry, looked up): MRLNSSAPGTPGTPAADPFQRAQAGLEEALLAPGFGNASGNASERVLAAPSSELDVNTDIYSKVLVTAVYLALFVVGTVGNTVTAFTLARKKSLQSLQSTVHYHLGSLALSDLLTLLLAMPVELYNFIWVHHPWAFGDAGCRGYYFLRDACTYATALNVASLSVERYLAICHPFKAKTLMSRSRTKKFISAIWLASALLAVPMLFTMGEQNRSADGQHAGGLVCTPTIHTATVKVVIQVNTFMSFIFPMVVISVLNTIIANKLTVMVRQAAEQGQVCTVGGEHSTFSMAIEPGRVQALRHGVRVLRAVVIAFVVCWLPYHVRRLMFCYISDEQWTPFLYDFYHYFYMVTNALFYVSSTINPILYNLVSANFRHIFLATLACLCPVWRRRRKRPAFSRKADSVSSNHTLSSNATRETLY
KOR beta-arrestin-2 = kappa opioid receptor blockers – cell-based, luminescence, uHTS (AID 1778). inhibition, % at 10 µM; hits with a dose series show IC50 in µM. KOR beta-arrestin recruitment, luminescence, antagonist mode; higher % means a stronger effect. 290,000 compounds, 0.091% hits; note: strong numbers were not always called active
NOD2 inhibition = NOD2 signaling inhibitors, cell-based, luminescence, uHTS, HEK293 (AID 1566); HEK293 NOD2/NF-kB luciferase reporter, luminescence; higher % means a stronger effect; inhibition, % at 4 µM, or EC50 in µM where a hit was titrated; 290,000 compounds, 0.63% hits; note: many of its hits are not listed in these tables
NTR1 agonist cell count 20 µM = also measured in NTR1 agonist; calls as there; cell count; measured here: cell count, cytotoxicity flag
Numbers without * were called inactive; i = inactive; · = no result given; [ ] = remark or other dose. Cut-off read from the data, not from the text of the source, unless noted: active = inhibition above about 50%; inactive = the rest. Only part of the results is shown. The share of hits here may be higher or lower than overall.

cpd	Structure	ER stress rescue	TNAP activators	GPR55 activation	KOR beta-arrestin-1	Yfh1-depleted yeast
1	CCOC(=O)C(C#N)C(Cc1ccccc1)c1ccco1 (configuration not stated)	-2.7%	1.2	0.1%	-0.7%	i
2	Cc1ccc(Sc2ccc(NC(=O)CCl)cc2)cc1C	-0.5%	1	0.0%	-0.1%	i
3	N=c1sccn1CC(=O)N1N=C(c2ccc(Cl)cc2)CC1c1ccco1 (configuration not stated)	-2.9%	1	0.4%	-4.2%	i
4	CCOC(=O)Cn1c(=O)oc2cc(S(=O)(=O)N3CCN(c4ccccn4)CC3)ccc21	2.1%	1.2	-0.1%	18%	i
5	CCOc1cc(CN2CCc3c([nH]c4ccccc34)C2)ccc1OC	·	·	-0.1%	-4.9%	·
6	Cc1nc(-n2nnc(CO)c2CO)nc2c1CCC2	·	1.1	0.1%	-2.7%	i
7	CN1CCN(C(=O)C2(NC(=O)Nc3ccccc3Cl)CCCCC2)CC1	-1.5%	1.1	0.0%	-2.5%	i
8	COC(=O)c1[nH]c2ccccc2c1NC(=O)CN1CCN(c2cccc(Cl)c2)CC1	-0.1%	1.1	-0.2%	9.5%	i
9	CCNC(=O)c1ccccc1SCc1ccccc1	-2.0%	1.1	0.0%	1.3%	i
10	COc1cc2c(cc1OC)C(c1ccccc1Br)NC(=O)C2 (configuration not stated)	·	·	0.3%	3.7%	·
11	NC(=S)Nc1ccc2c(c1)OCO2	-0.6%	1.1	0.1%	-0.9%	i
12	CCNC(=O)c1ccccc1-c1nc(-c2ccccc2OC)no1	·	·	0.4%	1.2%	i

cpd	NOD1 inhibition	NTR1 agonist	NTR1 agonist cell count 20 µM	KOR beta-arrestin-2	NOD2 inhibition
1	-11%	0.1	60	10%	10%
2	21%	6.1	93	-8%	1%
3	-16%	-0.2	57	4%	-12%
4	9%	1.6	94	-4%	0%
5	18%	-1.6	48	-47%[20 µM]	19%
6	-38%	2.5	58	1%	4%
7	-24%	-0.5	54	-10%	3%
8	32%	24	65	20%	-13%
9	-15%	-2.2	84	-1%	-10%
10	-38%	-0.1	54	-3%	-2%
11	-26%	-2.3	46	-2%	10%
12	-4%	0.2	39	18%	6%

Among those listed so far, 5 contain sulfur:
cpd	Structure	ER stress rescue	TNAP activators	GPR55 activation	KOR beta-arrestin-1	Yfh1-depleted yeast
2	Cc1ccc(Sc2ccc(NC(=O)CCl)cc2)cc1C	-0.5%	1	0.0%	-0.1%	i
3	N=c1sccn1CC(=O)N1N=C(c2ccc(Cl)cc2)CC1c1ccco1 (configuration not stated)	-2.9%	1	0.4%	-4.2%	i
4	CCOC(=O)Cn1c(=O)oc2cc(S(=O)(=O)N3CCN(c4ccccn4)CC3)ccc21	2.1%	1.2	-0.1%	18%	i
9	CCNC(=O)c1ccccc1SCc1ccccc1	-2.0%	1.1	0.0%	1.3%	i
11	NC(=S)Nc1ccc2c(c1)OCO2	-0.6%	1.1	0.1%	-0.9%	i

cpd	NOD1 inhibition	NTR1 agonist	NTR1 agonist cell count 20 µM	KOR beta-arrestin-2	NOD2 inhibition
2	21%	6.1	93	-8%	1%
3	-16%	-0.2	57	4%	-12%
4	9%	1.6	94	-4%	0%
9	-15%	-2.2	84	-1%	-10%
11	-26%	-2.3	46	-2%	10%

Following part.
cpd	Structure	ER stress rescue	TNAP activators	GPR55 activation	KOR beta-arrestin-1	Yfh1-depleted yeast
13	CC(C)(C)OC(=O)[C@H](Cc1ccccc1)NC(=O)c1[nH]cnc1C(=O)N[C@@H](Cc1ccccc1)C(=O)OCc1ccccc1	·	·	0.0%	-1.1%	·
14	CCOC(=O)N1CCC(NC(=O)c2cc(-c3ccc(F)cc3)[nH]c2C)CC1	-0.7%	1.1	0.2%	0.7%	·
15	Cn1cnnc1SCC(=O)Nc1ccc2nc(SCc3cccc4ccccc34)sc2c1	0.2%	1.2	-0.1%	-3.2%	i
16	O=C1NC(c2ccccc2)(C(F)(F)F)C(=O)N1Cc1cccnc1 (configuration not stated)	-1.9%	1	0.5%	5.0%	i
17	O=C1CC2c3ccccc3C1C1C(=O)N(CCO)C(=O)C21 (configuration not stated)	-1.4%	1.1	0.2%	-1.9%	i
18	CC12CCC(C(=O)N(CCCN3CCN(Cc4ccccc4)CC3)C1=O)C2(C)C (configuration not stated)	-0.4%	1.1	-0.1%	·	i
19	COc1ccc(OC)c(NC(=O)CSCC(=O)O)c1	0.2%	1.1	0.2%	4.1%	i
20	COc1ccc(N2CCN(C(=O)COc3ccc(S(=O)(=O)N4CCOCC4)cc3C)CC2)cc1	·	·	-0.2%	5.9%	·
21	CC(C)C(=O)Nc1ccc(C(=O)NNC(=S)NC(=O)c2ccco2)cc1	·	·	-0.1%	0.4%	i
22	COc1ccc(N(C(=O)C2CSC(=O)C2)C(C(=O)NC(C)(C)C)c2ccncc2)cc1 (configuration not stated)	0.6%	1.1	0.6%	·	i
23	Cc1ccccc1NC(=O)CCCC(=O)c1ccccc1	·	·	-0.2%	-7.2%	·
24	CCOC(=O)CSc1nnc(CNC(=O)c2ccc(OC)cc2OC)n1C	-0.8%	1.1	0.0%	1.9%	i

cpd	NOD1 inhibition	NTR1 agonist	NTR1 agonist cell count 20 µM	KOR beta-arrestin-2	NOD2 inhibition
13	-5%	16	56	-20%[20 µM]	2%
14	16%	-0.9	83	19%	21%
15	22%	6.2	48	7%	18%
16	10%	-0.6	71	-12%	-22%
17	-39%	1.0	42	-3%	-5%
18	-43%	1.8	44	-2%[20 µM]	2%
19	-4%	-0.1	80	-37%	13%
20	26%	1.2	39	-10%	0%
21	-4%	2.2	54	8%	4%
22	-1%	1.4	48	-25%[20 µM]	-4%
23	-4%	-1.6	72	11%	6%
24	-9%	-1.6	77	-5%	21%

Looked up one by one from the entries so far (2):
cpd	Structure	ER stress rescue	TNAP activators	GPR55 activation	KOR beta-arrestin-1	Yfh1-depleted yeast
2	Cc1ccc(Sc2ccc(NC(=O)CCl)cc2)cc1C	-0.5%	1	0.0%	-0.1%	i
10	COc1cc2c(cc1OC)C(c1ccccc1Br)NC(=O)C2 (configuration not stated)	·	·	0.3%	3.7%	·

cpd	NOD1 inhibition	NTR1 agonist	NTR1 agonist cell count 20 µM	KOR beta-arrestin-2	NOD2 inhibition
2	21%	6.1	93	-8%	1%
10	-38%	-0.1	54	-3%	-2%

Next section.
cpd	Structure	ER stress rescue	TNAP activators	GPR55 activation	KOR beta-arrestin-1	Yfh1-depleted yeast
25	COc1ccccc1N(C)S(=O)(=O)c1ccc(C(=O)OCC(=O)NCC(F)(F)F)cc1	-1.3%	1.1	0.6%	-2.5%	i
26	N#Cc1nc(COc2ccc(Br)cc2)oc1N1CCCCCC1	-1.3%	1.1	-0.1%	2.9%	i
27	COc1ccccc1NCC(=O)n1nc(C)cc1C	0.7%	1.1	-0.1%	·	i
28	CCOC(=O)CCc1c(C)nc2c(c(C)nn2-c2ccccc2)c1C	·	·	0.0%	-2.4%	·
29	Cc1cccc(C)c1OCC(=O)Nn1c(COc2ccccc2)nc2ccccc2c1=O	-1.2%	1.1	-0.1%	3.7%	i
30	Cc1ccc(C(=O)NCCNC(=O)CN2CCCC2)cc1	2.6%	1	0.3%	-0.4%	i
31	COc1ccccc1/C=C/C=NC1C(=O)N(c2ccccc2)[N+](C)=C1C (configuration not stated)	·	·	0.0%	0.5%	i
32	C/C(=N\Nc1nc(-c2ccccn2)nc2ccccc12)c1ccc(F)cc1	·	·	-0.1%	-6.7%	i
33	CC(OC(=O)CCc1ccccc1)C(=O)Nc1ncc(Cl)cc1Cl (configuration not stated)	·	·	-0.1%	-0.2%	·
34	O=S(=O)(NCCc1c[nH]c2ccccc12)c1ccccc1	·	·	0.0%	-5.0%	·
35	CCc1ccc(NC(=O)Cn2c(SC)nc3ccccc32)cc1	-1.4%	1.2	0.1%	·	i
36	Cc1cnn(Cc2cccnc2)c1N	·	·	-0.1%	0.7%	i

cpd	NOD1 inhibition	NTR1 agonist	NTR1 agonist cell count 20 µM	KOR beta-arrestin-2	NOD2 inhibition
25	-12%	0.3	88	-19%	23%
26	-10%	3.1	42	-14%	-16%
27	-24%	-0.5	49	-5%[20 µM]	3%
28	1%	5.4	88	-15%	12%
29	14%	0.5	42	-2%	13%
30	-15%	-2.2	85	3%	11%
31	-9%	0.6	47	-4%	1%
32	2%	1.3	53	32%	14%
33	-35%	0.6	48	6%	0%
34	-4%	1.0	78	-14%	11%
35	-7%	-0.2	41	·	-13%
36	-8%	1.2	61	27%	5%

(further entries)
cpd	Structure	ER stress rescue	TNAP activators	GPR55 activation	KOR beta-arrestin-1	Yfh1-depleted yeast
37	O=C1c2ccccc2C(=O)c2cc(S(=O)(=O)Nc3ccccc3)ccc21	20%	1.1	0.4%	1.3%	i
38	CSc1cc(C)nc(N(C)C(C)=O)n1	-1.5%	1.1	0.2%	4.6%	i
39	COc1ccc(CC(=O)Nc2nc(-c3ccc(F)c(F)c3)cs2)cc1OC	·	·	3.2%	-4.2%	·
40	CCN(CC)C(=O)CSc1nnc(-c2ccc(O)cc2)n1CC1CCCO1 (configuration not stated)	1.7%	1	-0.1%	-2.1%	i
41	Cc1nc(N(C)Cc2ccccc2)c2c(C)c(C)sc2n1	·	·	-0.1%	-3.3%	·
42	CCCN(CCC)CCCNC(=O)c1cn(CCOC)c(=O)c2c1c1ccccc1n2C	0.1%	1.1	0.0%	2.4%	i
43	CN1CCN(CC(=O)N/N=C\c2c[nH]c3ccccc23)CC1	-0.3%	1.2	-0.2%	-0.7%	i
44	Cc1ccc(N2CC(C(=O)N/N=C/c3c(F)cccc3Cl)CC2=O)cc1 (configuration not stated)	·	·	-0.2%	-1.4%	·
45	O=C(Oc1ccccc1)c1ccc2c(c1)C(=O)N(Cc1ccncc1)C2=O	·	·	0.5%	-1.9%	i
46	c1ccc(COc2cccc(CNCc3cccs3)c2)cc1	-2.1%	1.2	0.1%	6.3%	·
47	O=C(NN1C(=O)c2ccccc2NC1c1ccoc1)c1ccc([N+](=O)[O-])cc1 (configuration not stated)	-0.4%	1.1	0.0%	1.0%	i
48	COCCn1c(SCc2ccc(C(=O)OC)o2)nc2ccccc2c1=O	-1.5%	0.9	0.2%	-1.2%	i

cpd	NOD1 inhibition	NTR1 agonist	NTR1 agonist cell count 20 µM	KOR beta-arrestin-2	NOD2 inhibition
37	3%	4.8	43	23%	28%
38	-12%	-0.6	75	-26%	-5%
39	36%	1.9	62	-10%	50%
40	-4%	1.7	90	11%	-3%
41	-19%	4.8	48	-32%	3%
42	-16%	-0.4	87	-25%	-8%
43	22%	-0.4	77	11%	2%
44	-6%	0.9	54	-24%	7%
45	-10%	2.6	71	21%	-5%
46	-32%	1.6	45	19%	-14%
47	-8%	1.0	53	28%	22%
48	22%	0.4	58	-18%	-5%
